RXFP1 agonist = agonists of human relaxin receptor RXFP1 | HEK293T-RXFP1 cAMP TR-FRET, 30 min; response scale: percent of porcine relaxin response, buffer zero | Potency, µM (series often up to 57.5 µM), for the others: at the top dose activation, most hits filed as activators | 370,000 compounds, 0.3% hits | AID 2676; also: % is scaled to controls: 0 for no effect and ±100 for the full control effect; nearly all actives have a fitted effect of over 60% in size; many of its hits are not listed in these tables
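Agonist response is measured as cAMP accumulation in an RXFP1-transfected HEK293T line under PDE4 inhibition. Values are scaled between buffer-only and 29 nM porcine relaxin, and EC50s come from standard Hill equation fits.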
USP1-UAF1 inh = USP1/UAF1 (human) deubiquitinase inhibition; recombinant USP1/UAF1, Ub-Rhodamine cleavage fluorescence; Potency, µM (titrated, usually from 57.1 µM), without a hit: at the top dose activity change, negative = inhibition, actives largely listed as inhibitors; 390,000 compounds, 0.23% hits; AID 743255; also: % is scaled to controls: 0 for no effect and ±100 for the full control effect; nearly all actives have a fitted effect of over 60% in size; inactives centre near -12
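Step one: compound is pinned into 1nM USP1/UAF1 in HEPES pH 7.8 buffer with TCEP. Step two: 15 min room-temperature incubation. Step three: Ub-Rho (150nM final) starts cleavage, tracked by fluorescence over six one-minute reads.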
TrxR1 substrate = is turned over as a substrate by rat TrxR1; 390,000 compounds, 0.01% hits; O89049; Potency, µM (series often up to 114 µM), inactives show at the top dose activity change, negative = substrate turnover; purified TrxR1 substrate turnover, NADPH consumption readout; also: % is scaled to controls: 0 for no effect and ±100 for the full control effect; nearly all actives have a fitted effect of over 50% in size
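Rat TrxR1, dispensed at 90 nM, was prereduced with 400 uM NADPH (final) for 5 min at ~22 deg C, then incubated with compound 15 min before 400 uM selenite. A first-read NADPH fluorescence drop versus no-compound background flagged substrates.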
TrxR1 inh = rat TrxR1 inhibition | recombinant rTrxR1, NADPH fluorescence consumption, selenite substrate | Potency, µM (doses to about 114 µM), inactives show at the top dose activity change, negative = inhibition, usual class: inhibitors | 390,000 compounds, 1% hits; also: % is scaled to controls: 0 for no effect and ±100 for the full control effect; nearly all actives have a fitted effect of over 65% in size
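Rat TrxR1 (90 nM in the dispensed reagent) was pre-reduced with 400 uM NADPH for 5 min at room temperature, then incubated with compound for 15 min. After 400 uM selenite was added, NADPH fluorescence (Ex 340/Em 450 nm) was followed for 8 min.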
RGS4 inh = blocks human RGS4-accelerated GTP hydrolysis; 390,000 compounds, 0.039% hits; Transcreener GDP fluorescence polarization, RGS4-accelerated GTP hydrolysis; AID 504845; Potency, µM (series often up to 114 µM), without a hit: at the top dose activity change, negative = inhibition, usual class: inhibitors; also: % is scaled to controls: 0 for no effect and ±100 for the full control effect; nearly all actives have a fitted effect of over 75% in size; some results filed as inactive show a strong effect at the top dose
Target sequence (P49798 whole entry, looked up): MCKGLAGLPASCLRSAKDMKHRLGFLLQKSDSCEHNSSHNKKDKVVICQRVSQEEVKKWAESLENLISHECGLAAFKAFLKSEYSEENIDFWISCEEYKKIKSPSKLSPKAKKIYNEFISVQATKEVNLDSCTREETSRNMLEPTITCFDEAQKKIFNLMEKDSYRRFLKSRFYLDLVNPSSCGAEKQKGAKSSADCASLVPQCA
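MLSMR compounds (23 nl, pin-transferred) preincubated 10 min at room temperature with a 500nM (2x) first reagent, then RGS4 at 900nM (2x) plus Transcreener GDP mix added; fluorescence polarization (620/688 nm) read before and after 90 min at 30 °C.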
IDH1 R132H inh = blocks human mutant IDH1 R132H enzyme; O75874; IDH1-R132H enzyme, NADPH consumption, diaphorase/resazurin fluorescence; Potency, µM (titrated, usually from 76.6 µM), for inactives: top-dose activity change, negative = inhibition, hits mostly inhibitors; 390,000 compounds, 0.093% hits; AID 602179; also: % is scaled to controls: 0 for no effect and ±100 for the full control effect; nearly all actives have a fitted effect of over 65% in size
Target sequence (O75874 whole entry R132H, stated change not applied): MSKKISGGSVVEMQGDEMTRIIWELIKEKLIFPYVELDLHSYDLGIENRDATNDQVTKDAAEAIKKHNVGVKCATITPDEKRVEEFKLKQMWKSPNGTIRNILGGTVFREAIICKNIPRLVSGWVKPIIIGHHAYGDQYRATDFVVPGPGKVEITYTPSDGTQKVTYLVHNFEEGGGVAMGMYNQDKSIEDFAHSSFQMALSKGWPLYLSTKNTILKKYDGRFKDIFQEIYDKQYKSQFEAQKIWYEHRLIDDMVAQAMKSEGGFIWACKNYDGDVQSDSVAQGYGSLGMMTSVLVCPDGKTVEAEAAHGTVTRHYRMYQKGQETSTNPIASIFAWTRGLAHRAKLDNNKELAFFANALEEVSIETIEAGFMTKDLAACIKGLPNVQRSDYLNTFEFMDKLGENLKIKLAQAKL
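IDH1-R132H (0.5 ug/mL dispensed) in pH 7.5 Tris buffer was preincubated 30 min with compound, then given a substrate mix of 0.016 mM NADPH and 2 mM alpha-KG for 80 min at room temperature; remaining NADPH was read by diaphorase/resazurin fluorescence.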
Vif-APOBEC3F blk = blocks the Vif interaction with APOBEC3F. HeLa A3F-eYFP + Vif (tagged APOBEC3F with the HIV-1 protein that degrades it), YFP fluorescence increase. Potency, µM (top dose mostly 46.1 µM), for inactives: top-dose activity, negative = active. 390,000 compounds, 0.2% hits. AID 602313; also: % of control where 0% means no effect; nearly all actives have a fitted effect of over 65% in size
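HeLa cells stably expressing Vif plus C-terminally eYFP-tagged A3F were seeded, incubated overnight at 37 deg C, dosed with compound, incubated overnight again at 37 deg C. Yellow fluorescence (Ex 488/Em 500-530) reported blocked Vif-mediated A3F-eYFP degradation.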
ALOX12 inh = ALOX12 (human) lipoxygenase inhibition | purified 12hLO, xylenol orange hydroperoxide absorbance | Potency, µM (doses to about 108 µM), for inactives: at the highest dose activity change, negative = inhibition, hits mostly inhibitors | 580,000 compounds, 1.1% hits | AID 1671190; also: % is scaled to controls: 0 for no effect and ±100 for the full control effect
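Purified human 12hLO at 150 nM in 25 mM Hepes, 0.01% Triton X-100, pH 7.0, preincubated 15 min at room temperature with compound. Reaction started with 40 uM arachidonic acid, 30 min at room temperature. Hydroperoxide measured by Fe-xylenol orange, 573/405 nm absorbance ratio.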
Vif-A3G inh = inhibitors of Vif-APOBEC3G interaction; Q9HC16; HeLa A3G-eYFP + Vif (tagged APOBEC3G with the HIV-1 protein that degrades it), YFP fluorescence, overnight; Potency, µM (top dose mostly 46.1 µM), without a hit: at the top dose activity, negative = active, hits mostly inhibitors; 410,000 compounds, 0.076% hits; AID 602310;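 also: % is scaled to controls: 0 for no effect and ±100 for the full control effect; nearly all actives have a fitted effect of over 60% in size; hits raise eYFP signal because A3G escapes Vif-driven loss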
Target sequence (Q9HC16 whole entry, looked up): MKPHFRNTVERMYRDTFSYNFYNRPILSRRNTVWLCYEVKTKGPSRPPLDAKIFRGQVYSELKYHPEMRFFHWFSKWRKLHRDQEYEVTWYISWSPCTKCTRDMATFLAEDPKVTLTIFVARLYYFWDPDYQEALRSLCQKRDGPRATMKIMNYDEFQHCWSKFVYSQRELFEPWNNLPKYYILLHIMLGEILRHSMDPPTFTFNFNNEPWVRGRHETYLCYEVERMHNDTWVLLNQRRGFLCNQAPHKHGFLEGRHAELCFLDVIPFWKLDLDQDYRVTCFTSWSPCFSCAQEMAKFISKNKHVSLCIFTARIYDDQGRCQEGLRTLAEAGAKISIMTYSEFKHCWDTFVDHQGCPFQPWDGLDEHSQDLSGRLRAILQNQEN
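Read-out is eYFP fluorescence (Ex 488/Em 500-530) from Vif-expressing HeLa A3G-eYFP cells; more signal means A3G escaped Vif-mediated degradation. Cells plated overnight, compound pinned in, incubated overnight at 37 deg C.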
The depositor's hits bear a star; u = inconclusive; x = no result given; & = joins results of further samples; [ ] = remark or other dose. Calls follow the shape of the dose curve; as a rule, active = well fitted curve in the direction sought with a large enough effect; inconclusive = small, poorly fitted or top-dose-only effect, or another doubt; inactive = no such curve, though single readings can be large; an effect the other way counts as inactive or inconclusive. Potency is read from the fitted curve at half-maximal effect. This is a subset (hit frequency here may not be typical).

SMILES	RXFP1 agonist	USP1-UAF1 inh	TrxR1 substrate	TrxR1 inh	RGS4 inh	IDH1 R132H inh	Vif-APOBEC3F blk	ALOX12 inh	Vif-A3G inh
COc1cccc(OCC(=O)Nc2c3c(nn2-c2ccccc2)CS(=O)(=O)C3)c1	-3.0%	-3.1%	11.9%	7.0%	5.9%	12.3%	-14.7%	0.2%	-1.3%
Cc1cc(NC(=O)c2ccc(C)c(C)c2)no1	0.0%	-21.8%	-0.6%	9.1%	-4.7%	-8.2%	-2.1%	13.0%	-2.6%
CC(C)(C)c1[nH]ncc1[N+](=O)[O-]	1.7%	-3.1%	5.0%[57.1 µM]	4.6%[57.1 µM]	-9.3%	-5.9%	3.5%	-5.2%	-0.1%
NNC(=O)[C@H](Cc1ccccc1)NC(=O)NCCc1ccccc1	0.0%	-17.9%	2.2%	10.2%	0.9%	-0.7%	7.2%	469.9%[activator]	-9.9%
COC(=O)c1ccc2[nH]cc(CCO)c2c1	-2.4%	11.8%	13.8%[57.1 µM]	19.6%[57.1 µM]	8.8%	8.3%	-2.3%	-0.7%	-3.4%
COC(=O)CNC(=O)c1ccccc1F	1.7%	-14.2%	12.1%	30.6%	23.3%	7.4%	-14.2%	0.2%[57.4 µM]	0.2%
Cc1ccc(C)n1CCN1CCN(C(=O)c2ccc(Cl)cc2)CC1	2.5%	-12.6%	9.3%	13.4%	3.7%	3.3%	-0.1%	65.7%	2.8%
COc1ccc(CCNCCC(c2ccccc2)c2ccccc2)cc1OC	x	-16.6%	x	x	x	-1.7%	1.0%	u	-0.9%
CCN(CC)C(=O)C(=O)N/N=C/c1cccs1	-3.4%	8.9%	-8.7%	-10.9%	-2.6%	0.7%	x	0.9%	-5.1%
Cc1ccc(S(=O)(=O)Nc2cc3c4c(c2)C(C)C(=O)N4CCC3)cc1 (stereo not drawn)	0.8%	-0.2%	-1.6%	11.4%	-35.8%	-1.4%	-20.0%	u	-0.6%
COCCCn1c(=O)c2ccccc2n(CC(=O)N2CCCc3ccccc32)c1=O	1.5%	-19.4%	4.4%	7.6%	-9.4%	2.0%	-6.5%	-15.1%	3.2%
COCc1cc(=O)[nH]c(/N=C(\N)Nc2ccc(Cl)c(Cl)c2)n1	0.7%	-10.6%	11.1%[57.1 µM]	24.1%[57.1 µM]	25.6%	2.4%	5.0%	83.4%[activator]	-0.4%

Two compounds from above with just ALOX12 inh.
SMILES,ALOX12 inh
Cc1ccc(C)n1CCN1CCN(C(=O)c2ccc(Cl)cc2)CC1,65.7%
COc1ccc(CCNCCC(c2ccccc2)c2ccccc2)cc1OC,u

(cont.)
SMILES	RXFP1 agonist	USP1-UAF1 inh	TrxR1 substrate	TrxR1 inh	RGS4 inh	IDH1 R132H inh	Vif-APOBEC3F blk	ALOX12 inh	Vif-A3G inh
CCOc1ccc(Cc2c(C)[nH]c3ccc(C(=O)O)cc3c2=S)cc1	6.1%	-14.2%	-8.0%[57.1 µM]	-21.4%[57.1 µM]	u	0.1%	-5.5%	u	0.9%
CCC(=O)c1cn(CC(=O)Nc2cccc(C)c2)c2ccccc12	9.2%	-3.7%	1.1%	22.6%	-2.0%	6.4%	1.1%	0.0%	-3.0%
Cc1ccccc1CN1CCN(CC(=O)NCc2ccco2)C1=O	-0.8%	-17.0%	9.4%[57.1 µM]	-36.2%	-12.6%	1.3%	4.9%	139.5%[activator]	1.8%
O=C(CCc1ccccc1)N=C1SC2CS(=O)(=O)CC2N1c1cccc(F)c1 (stereo not drawn)	-1.9%	-20.2%	3.2%	15.9%	-33.4%[56.9 µM]	0.0%	-14.0%	-21.1%	-0.3%
Cc1ccc(CN2C(=O)CCC2(C)C(=O)NCc2cccnc2)cc1 (stereo not drawn)	0.1%	-15.1%	6.9%	14.4%	1.7%	6.8%	-16.7%	0.0%	0.7%
O=C1Nc2ccc([N+](=O)[O-])cc2C1=Nc1cccc(CO)c1	0.0%	25.1µM*	-53.4%	-39.9%	-28.6%	6.3%	4.7%	-47.0%	-4.8%
Cc1cc(C)cc(NC(=O)C2CCN(S(=O)(=O)c3cn(C)cn3)CC2)c1	2.6%	-5.7%	1.9%[57.1 µM]	14.1%[57.1 µM]	5.1%	-5.5%	3.1%	-13.3%	5.8%
COc1ccc(/C(=N\O)c2nccc3cc(OC)c(OC)cc23)cc1OC	2.1%	-22.1%	-4.9%	1.8%	-6.0%	9.7%	15.4%	10.3%	0.1%
CCC[C@H]1COCCS(=O)(=O)N1Cc1ccccc1F	-1.0%	-6.4%	5.5%[57.1 µM]	6.2%[57.1 µM]	6.5%	-4.8%	-0.5%	14.0%	1.8%
COc1ccc(CCn2c(C)c(C(C)=O)c(C(C)=O)c2C)cc1OC	-1.2%	-15.1%	-10.1%	-10.5%[57.1 µM]	0.1%	0.0%	-5.5%	0.0%	2.1%
CCCN(Cc1cccs1)C(=O)Nc1cc(C)ccc1OC	-1.2%	-15.8%	3.3%	11.2%	-5.9%	12.9%	-3.5%	2.4%	4.2%
CCOC(=O)c1c(NC(=O)COc2ccccc2OCC)sc2c1CC(C)(C)NC2(C)C	2.4%	-2.1%	-4.8%	0.4%	1.0%	2.0%	3.6%	x	-19.2%
CCSc1nc2sc3c(c2c(=O)n1-c1ccccc1C)CCN(C)C3	0.0%	-17.9%	9.4%[57.1 µM]	4.9%[57.1 µM]	22.0%	-12.2%	6.4%	u	1.5%
O=C(CSc1nnc(-c2ccccc2O)n1Cc1ccccc1)NNC(=O)c1ccccc1O	1.6%	-1.0%	-14.1%	-23.3%	-5.4%	3.9%	-1.4%	-3.2%	-5.5%
Cc1ccc(NS(=O)(=O)c2ccc3[nH]c(=O)sc3c2)cc1	1.3%	-16.8%	-13.3%[57.1 µM]	16.8%[57.1 µM]	-14.9%	1.2%	-20.1%	u	-5.2%
O=C(CC1N=C(Cc2ccccc2)NNC1=O)N/N=C/c1ccc([N+](=O)[O-])cc1 (stereo not drawn)	2.4%	-11.1%	-7.4%	-1.2%[57.1 µM]	-4.6%	0.2%	5.2%	u	2.0%
CN(CCC#N)C(=O)COC(=O)c1nn(-c2ccccc2)c(=O)c2ccccc12	4.9%	-12.0%	-3.8%[57.1 µM]	-1.8%[57.1 µM]	1.4%	0.0%	14.7%	2.7%&14.4%	2.1%
O=C(CSCc1ccc(F)cc1)N1CCN(c2ccccc2F)CC1	-0.1%	2.5%	-0.7%[57.1 µM]	8.0%[57.1 µM]	5.3%	28.6%	1.1%	u	5.6%
CN(C)CCOc1ccc(Cl)cc1C(C)(C)C	-0.4%	-13.5%	-0.6%[57.1 µM]	20.1%[57.1 µM]	4.7%	10.0%	8.6%	u	1.8%
CCN(CC)S(=O)(=O)c1ccc2nc(NC(=O)c3ccco3)sc2c1	2.0%	-10.8%	-5.8%[11.4 µM]	2.9%[11.4 µM]	3.3%	-6.4%	14.1%	-1.8%	0.4%
CCC(Oc1ccccc1)C(=O)Nc1nnc(S(=O)(=O)N(CC)CC)s1 (stereo not drawn)	24.8%	5.6%	-4.4%	-2.4%	-10.9%	-16.6%	3.7%	-13.0%	-1.2%
CCOC(=O)c1c(NC(=O)CNC2CCCCC2)sc(C)c1C	-2.9%	-8.9%	-9.5%	9.0%	16.9%	8.5%	4.9%	-13.4%	3.6%
C[C@H](NC(=O)[C@H]1N2C(=O)c3ccccc3C2SC1(C)C)C(=O)N1CCCCC1 (stereo partly drawn)	0.4%	-10.4%	-0.3%	26.1%	9.1%	-5.2%	5.0%	-1.7%	-0.7%
CC(C)(C)OC(=O)N1CCC(c2c(C(=O)NCc3ccco3)cnn2-c2ccccc2Cl)CC1	0.3%	-2.1%	-7.7%	u	0.5%	-12.1%	1.2%	-12.1%	2.0%
CN1CCN(C(=O)c2ccc(CS(=O)Cc3ccc(Cl)cc3)o2)CC1 (stereo not drawn)	-0.3%	-11.7%	-5.8%	3.5%	-7.3%	-14.6%	-3.2%	4.1%	-1.8%
COc1ccc2[nH]c(=O)c(CN(Cc3cccnc3)Cc3nnnn3CC3CCCO3)cc2c1 (stereo not drawn)	0.0%	-7.2%	21.3%	1.4%	-6.0%	-3.8%	2.0%	5.7%	-0.9%
Cc1ccc(CCNC(=O)c2ccc(CS(=O)(=O)c3ccc(Cl)cc3)o2)cc1	-0.4%	-3.5%	-13.2%[57.1 µM]	-14.2%[57.1 µM]	1.0%	11.5%	-9.9%	-5.0%	2.3%
O=C(NCCSSCCNC(=O)c1ccccc1)c1ccccc1	x	2.4%	-7.0%	42.0%[activator]	-22.2%	0.0%	-10.1%	0.8%	-18.0%
CSc1ccc(/C=N/NC(=O)c2ccc(O)cc2)cc1	1.4%	-16.0%	-3.8%	-9.1%	-13.7%	8.0%	4.7%	-10.2%	-6.4%
CCOC(=O)c1ccc(N2C(=O)CC(Nc3ccc(CCO)cc3)C2=O)cc1 (stereo not drawn)	-0.5%	-22.0%	-0.6%	-8.1%	-11.9%	4.1%	-3.9%	0.0%	0.5%
O=C(CSc1ncnc2c1nnn2Cc1ccccc1)NC1CCCCC1	0.3%	-21.1%	3.8%	16.6%	17.2%	2.4%	1.7%	-2.4%	0.6%
